# TAG inh: inhibitors of triacylglycerol accumulation, primary screen, cell-based, uHTS, fluorescence, H9c2. H9c2 cells, Nile Red lipid (TAG) fluorescence; cells loaded with 200 µM oleic acid. inhibition, % at 12.5 µM. actives 0.66% (n = 230,000). AID 651582, 2012;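 active = pattern-corrected inhibition of lipid staining of at least 50% with the nuclear-stain viability signal not falling by more than 50%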;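 note: 0% = DMSO wells and 100% = triacsin C control wells; some results filed as inactive read as strong as hits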
# TAG inh DAPI viability: recorded beside TAG inh, whose call it bears; DAPI nuclei signal change (viability), lower = more cytotoxic, %;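 whole-well DAPI fluorescence read on a plate reader as a viability signal; minus 50 percent equals half of cells still viable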
# * hit, by the source's call.
# Every second line gives: TAG inh	TAG inh DAPI viability
- CCCn1c(=N)n(CC(O)COc2cccc(C)c2)c2ccccc21 (stereo not given)
 : 6	21
- CC(C)(C)c1ccc(NC(=O)C2=CC=CN3CCS(=O)(=O)N=C23)cc1
 : 13	-20
- COc1ccc(CNC(=O)CC2Sc3ccccc3NC2=O)cc1 (stereo not given)
 : 6	-9
- CC(C)Cc1ccc(C2=CSC3=NCCN23)cc1
 : -6	7
- O=C(Nc1ccc(Cc2ccncc2)cc1)c1cc([N+](=O)[O-])ccc1N1CCOCC1
 : -12	0
- COC(=O)C1CCN(CC(=O)Nc2sc3c(c2C#N)CCC3)CC1
 : -3	3
- CCN(CCn1cccn1)C(=O)c1cc(COc2cccc3cccnc23)on1
 : -4	0
- CC1C(c2ccccc2)N(C)C(c2ccccc2)CC1(O)c1ccc(F)cc1 (stereo not given)
 : -3	0
- CS/C(N)=N/N=C/c1cc(C)ccc1O
 : 0	1
- CC(C)(C)OC(=O)C[C@@H]1C/C=C\C[C@H](CC(=O)N[C@H](CO)Cc2ccccc2)C(=O)N[C@@H](Cc2c[nH]c3ccccc23)COC1=O
 : -3	-7
- CC(=O)Nc1ccc(S(=O)(=O)N(C)CC(=O)OC(C)C(=O)N(C)Cc2ccccc2)cc1 (stereo not given)
 : -5	11
- NC(=O)CSc1nnc(-c2ccccn2)n1N
 : -2	-1
- CC(NC(=O)c1ccccc1Cl)C(=O)OCc1cn2cc(Cl)ccc2n1 (stereo not given)
 : -24	0
- Cc1cc(NCc2ccccc2)n2ncnc2n1
 : -34	2
- CCC/C(O)=C1\C(=O)CCCC1=NCCc1c(C)[nH]c2ccc(C)cc12
 : -4	-2
- CCOC(=O)c1c(C)[nH]c(NC(=O)NNC(=O)c2ccc(OC)cc2)c1C
 : 0	-5
- CC(=O)Nc1ccc(C(=O)N2CCCC(c3cc(C(=O)NCc4ccc(F)cc4)no3)C2)cc1 (stereo not given)
 : -5	8
- CCOc1ccc(C(=O)N/N=C(\c2ccccc2)c2ccccn2)cc1
 : -118	5
- O=C(O)CSc1ncnc2sc(-c3ccccc3)cc12
 : -9	-5
- Cc1ccn2c(CNCCn3nc(C)cc3C)c(C(=O)N3CCCCCC3)nc2c1
 : -1	0

# Sorted by molar mass (smallest number first): six of the compounds above
# Every second line gives: TAG inh	TAG inh DAPI viability
- Cc1cc(NCc2ccccc2)n2ncnc2n1
 : -34	2
- NC(=O)CSc1nnc(-c2ccccn2)n1N
 : -2	-1
- CCOc1ccc(C(=O)N/N=C(\c2ccccc2)c2ccccn2)cc1
 : -118	5
- CCOC(=O)c1c(C)[nH]c(NC(=O)NNC(=O)c2ccc(OC)cc2)c1C
 : 0	-5
- CC(NC(=O)c1ccccc1Cl)C(=O)OCc1cn2cc(Cl)ccc2n1 (stereo not given)
 : -24	0
- CC(=O)Nc1ccc(C(=O)N2CCCC(c3cc(C(=O)NCc4ccc(F)cc4)no3)C2)cc1 (stereo not given)
 : -5	8

# Full records as entered above:
# Shown for O=C(O)CSc1ncnc2sc(-c3ccccc3)cc12 = TAG inh: -9; TAG inh DAPI viability: -5
# Shown for NC(=O)CSc1nnc(-c2ccccn2)n1N = TAG inh: -2; TAG inh DAPI viability: -1

# Continued.
# Every second line gives: TAG inh	TAG inh DAPI viability
- O=C(NCc1ccc2c(c1)OCO2)C(=O)NCC1OCCCN1S(=O)(=O)c1ccccc1 (stereo not given)
 : 9	1
- COCCOC(=O)c1c(C)oc2ccc(NS(=O)(=O)c3ccc(C(=O)O)cc3)cc12
 : -12	4
- CCN1CCN(c2ccccc2NC(=O)C(C)Oc2ccc(C(C)=O)cc2)CC1 (stereo not given)
 : -1	4
- CCc1nn2c(=O)cc(COc3ccc(/C=C4\C(=N)N5N=C(C)SC5=NC4=O)cc3)nc2s1
 : 10	-2
- COc1ccc2[nH]c(O)c(NC(C)=O)c2c1
 : 2	14
- CCN(C(=O)COC(=O)C1=COCCO1)c1c(N)n(Cc2ccccc2)c(=O)[nH]c1=O
 : -10	5
- O=C(Nc1ccc(Cc2ccncc2)cc1)C1CCC(N2C(=O)C3CCCCC3C2=O)CC1 (stereo not given)
 : 5	-1
- COc1ccc(CCNC(=O)CSc2ccc(-c3ccco3)nn2)cc1OC
 : 10	4
- COc1ccc(/C=N/N2C(=O)C3C4C=CC(C4)C3C2=O)cc1[N+](=O)[O-] (stereo not given)
 : 14	-14
- Cc1cc(NC(=O)CCC(=O)N(CCC(C)C)C(C(=O)NC2CCCC2)c2cccnc2)no1 (stereo not given)
 : 24	2
- CCOc1ccc(NC(=NCc2ccc3c(c2)OCO3)SC2CC(=O)N(c3ccc(OCC)cc3)C2=O)cc1 (stereo not given)
 : 82	-51
- Cc1cc(Cl)c(S(N)(=O)=O)cc1OCC(=O)NC1CCCCC1
 : -2	-2
- N#CCCN(Cc1ccccc1)C(=O)Nc1ccccc1
 : -1	-2
- CCCCC(=O)Nc1cc(-c2nc3ncccc3o2)ccc1C
 : 2	8
- O=S(=O)(O)c1ccc(NN=Cc2ccccc2O)cc1
 : 10	0
- CCN(CC)S(=O)(=O)c1cccc(-c2nnc(SCC(N)=O)n2CCc2ccccc2)c1
 : -5	5
- Cc1ccc(S(=O)(=O)CC(=O)N2CCCC2)cc1
 : 1	-1
- CC1(C)Cc2c(sc3c2c(=N)n(Cc2ccco2)c(=O)n3Cc2ccc(Cl)cc2)CO1
 : 23	1
- O=C(Nc1ccc(O)cc1)c1ccc(C(=O)c2ccccc2)o1
 : -48	1
- Cc1ccc(NC(=S)NCc2ccccc2Cl)c(C)c1
 : -20	4
- CC(C)OCCCNC(=S)N1CCC(C(=O)c2ccc(F)cc2)CC1
 : 12	3
- Cc1cccc(OCC(=O)N(Cc2ccccc2)c2c(N)n(Cc3ccccc3)c(=O)[nH]c2=O)c1
 : -1	-2
- CC1=NN(C(C#N)c2ccc(F)cc2)C(C)(C)C1 (stereo not given)
 : -2	-7
- CC1CCCC(NC(=O)COC(=O)CN2C(=O)C3CCCCC3C2=O)C1C (stereo not given)
 : -6	-5
- Cc1ccc2c(c1)C(=O)CC(O)(C(F)F)O2 (stereo not given)
 : 3	6
- CCCn1c(SCC(=O)NCc2ccc(OC)cc2)n[nH]c1=O
 : 119	-85
- CC(NC(=O)CSc1nnc2n1CCCCC2)c1ccccc1Cl (stereo not given)
 : 2	1
- O=c1cc(CN2CCCCCC2)nc2sccn12
 : -3	-2
- COc1cc2c(cc1OC)C(C(=O)NCCN1CCOCC1)C1c3ccccc3CCN1C2=O (stereo not given)
 : 3	1
- CCOC(=O)c1c(C)[nH]c(C(=O)CN2C(=O)C(=O)N(CC(C)C)C2=O)c1C
 : 2	-4
- COc1cc2c(cc1OC)CN(C(=O)/C=C/c1cccs1)CC2
 : -5	-6
- Cc1[nH]nc2c1C(c1cccs1)C1=C(CC(C)(C)CC1=O)N2 (stereo not given)
 : -2	-6
- COc1ccc(/C=C(/NC(=O)c2ccc(Br)cc2)C(=O)Nc2cccc(C(=O)O)c2)cc1
 : -8	-4
- CS(=O)(=O)NNC(=O)c1csc(Cc2c(Cl)sc3ccc(Cl)cc23)n1
 : 10	-6
- CCOC(=O)Cc1nn(CC)c(=O)c2ccccc12
 : 5	5
- COc1ccc(C2=Nn3c([n+](C)c4ccccc43)SC2)cc1
 : 6	-14
- OCc1nc2ccccc2n1CCCc1ccccc1
 : -3	0
- COCCN(C(=O)c1ccco1)c1nc(-c2ccccc2)cs1
 : -4	-8
- COc1ccc(NC(=O)c2ccco2)cc1S(=O)(=O)N1CCOCC1
 : 22	-15
- Cc1cccc(-c2nc3c(s2)CCc2onc(-c4ccc(Br)cc4)c2-3)c1
 : -8	11

# (further entries)
smiles | TAG inh | TAG inh DAPI viability
CCOC(=O)C1CCN(C(=O)Nc2c(-c3ccccc3)noc2C)CC1 | 5 | -8
CN1CCCN(Cc2cccc3ccccc23)CC1 | 17 | -4
COCCNC(=O)c1cc(-c2ccccc2)nn1Cc1cc(C)no1 | -5 | -7
O=C(CN1N=C(c2ccccc2)CCC1=O)NCc1ccccc1 | 3 | 6
CCn1c(=O)[nH]c2cc(C(=O)Nc3cc(C)cc(C)c3)ccc2c1=O | 1 | 2
COC(=O)c1ccc(C2C(C#N)=C(N)Oc3cc(N)ccc32)cc1 (stereo not given) | 10 | 0
NS(=O)(=O)c1cccc(NC(=O)CN2CCC(Cc3ccccc3)CC2)c1 | -5 | 8
O=[N+]([O-])c1cc(C(F)(F)F)ccc1N1CCN(CCO)CC1 | 9 | -9
O=C(NCc1ccc(N2CCCC2=O)cc1)c1cn(Cc2ccccc2)nn1 | 12 | 1
CCOc1ccccc1NC(=S)Nn1cnnc1 | -12 | 6
CCCn1c(N)c(C(=O)CN(C)CC(=O)Nc2cc(C)ccc2C)c(=O)[nH]c1=O | 1 | -4
COc1cccc(-c2cnc3c(NC=O)cc(-c4ccncc4)cn23)c1 | 19 | -10
CCOC(=O)C1CCN(C(=O)CCc2c(C)nc3cc(-c4ccc(OC)cc4OC)nn3c2C)CC1 | 6 | 9
CCN(CC)C(=O)[C@H]1CC(CC(=O)NCCCN(C)C)C(=O)N2CCc3c([nH]c4ccccc34)[C@]12C (stereo not given in full) | 4 | 1
Cc1cccn2c(=O)c3cc(C#N)c(=O)n(Cc4cccnc4)c3nc12 | -2 | 30
O=C(NNS(=O)(=O)c1ccccc1[N+](=O)[O-])c1cccc(Br)c1 | 2 | 1
COc1ccc(C(=O)Nc2nnc(CCS(=O)(=O)c3ccc(C)cc3)s2)cc1 | -7 | -2
COc1ccc(C(=O)c2cnc[nH]2)cc1 | -7 | 0
Cc1cccc(CN2C(=O)N/C(=C/c3cc(C)n(-c4cc(C)ccn4)c3C)C2=O)c1 | 33 | -7
CCCC(=O)Nc1ccc2oc(=O)ccc2c1 | 15 | -7
Cc1ccc(S(=O)(=O)Oc2ccc(/C=C(/NC(=O)c3ccccc3)C(=O)Nc3ccccc3)cc2)cc1 | 12 | -2
CC(C)(C)C(=O)NC1CC2CCCC(C1)N2C(=O)Nc1ccccc1Cl (stereo not given) | 1 | 4
O=C(c1ccc(N2CCOCC2)c([N+](=O)[O-])c1)N1CCCC(C(F)(F)F)C1 (stereo not given) | 1 | 4
COc1ccc(/C=C2\N=C(SC)NC2=O)cc1 | 11 | -11
COc1ccc(C(=O)N[C@H](C(=O)NCCc2ccc3c(c2)OCCO3)C(C)C)cc1 | 18 | 2
CC(C)(C)c1ccc(OCCC(=O)OCC(=O)NC2CC2)cc1 | 7 | 0
Cc1ccc([N+](=O)[O-])cc1S(=O)(=O)Nc1cccc(-c2ccc(N3CCCC3)nn2)c1 | 14 | 3
CC(C)(C)NS(=O)(=O)c1ccc(NS(=O)(=O)c2ccc(F)cc2)cc1 | -8 | 3
COC(=O)c1ccc(COc2ccc(/C=N/NC(=O)C(=O)Nc3ccc(OC)cc3)cc2OC)o1 | 11 | 3
CCCN(CC(=O)Nc1ccccc1C)C(=O)c1cn2ccccc2n1 | 5 | -3
CC(C)Cc1cc(C(=O)N2CCC(N3CCC(C(=O)NC4CC4)CC3)CC2)n[nH]1 | 2 | 16
Cc1ccc(C(=O)N2CCN(c3ccccn3)CC2)cc1[N+](=O)[O-] | 9 | -6
CCN(CC(=O)NCc1cccs1)C(=O)c1cc(Br)ccc1O | -6 | 1
CC1CCCC(NC(=O)COC(=O)/C=C/c2ccc([N+](=O)[O-])cc2)C1C (stereo not given) | 4 | -3
CC(=O)c1cccc(Nc2nc(-c3sc(C)nc3C)cs2)c1 | 10 | 1
CCC(=O)N/C(=N/c1nc(C)cc(C)n1)Nc1ccccc1 | 2 | -5
O=C(Nc1ccc2ncccc2c1)c1ccccc1 | 5 | -4
CC(C)Cn1cc(F)c(=O)n(CC(C)C)c1=O | 0 | -4
O=C(c1nn2c(C(F)(F)F)cc(-c3ccco3)nc2c1Br)N1CCCc2ccccc21 | 14 | 15
Cc1cc(C)cc(N(CC(=O)N2CC=C(c3ccccc3)CC2)S(=O)(=O)c2c(C)noc2C)c1 | 0 | 2
CCOC(=O)C1CCCN(C(=O)c2ccc(-c3ccccc3Cl)o2)C1 (stereo not given) | -4 | -2
COc1ccc(CC(=O)N2CC(C)CC(C)C2)cc1OC (stereo not given) | 15 | -5
CCc1ccc(C(=O)CSc2nc(C)cc(=O)[nH]2)cc1 | -5 | -1
COc1cc(OC)nc(Nc2nc(C(N)Cc3ccc(C(F)(F)F)cc3)cs2)n1 (stereo not given) | 43 | -31
Cc1ccc(C)c(OCC(=O)NC2CCCCCC2)c1 | -4 | -3
CS(=O)(=O)N1CCC(Oc2ccccc2C(=O)N2CCC[C@H]2CO)CC1 | -5 | -3
C=CCNc1cc(C)oc(=O)c1C(=O)CC | 2 | -3
c1ccc(CN2CCOCCOCCOCCOCC2)cc1 | 0 | 9
O=C(CCn1cncn1)N1CCCC(N2CCN(c3cccc(C(F)(F)F)c3)CC2)C1 (stereo not given) | 6 | 4
COc1ccccc1NC(=O)C(C)OC(=O)C(C)SCC(=O)Nc1ccc(C)cc1 (stereo not given) | -8 | -2

# Additional records:
smiles | TAG inh | TAG inh DAPI viability
OC[C@@H]1[C@@H](c2ccccc2)C(c2ccc(F)cc2)=NN1c1ccccc1 | -1 | 137
CN(C)c1ccc(-c2ccnc3c2CC(C)(C(=O)Nc2ccc4c(c2)OCO4)O3)cc1 (stereo not given) | 7 | -10
C[C@H](CO)N1C[C@H](C)[C@@H](CN(C)C(=O)NC2CCCCC2)Oc2ccc(NC(=O)C3CCCCC3)cc2C1=O | 17 | -1
COc1ccccc1C(=O)N(CCC1CCCN1C)c1nc2ccccc2s1 (stereo not given) | 6 | 10
CCCCCCn1c(NCC)nc2c1c(=O)[nH]c(=O)n2C | 12 | 6
CC(=O)Cn1ncc(N2CCOCC2)cc1=O | -6 | 11
CCOc1ccc(S(=O)(=O)Nc2ccc(C(=O)NCCCN3CCOCC3)cc2)cc1 | 23 | -19
CC(=O)Nc1c(C)ccc(CNC(=O)COc2ccc(F)cc2)c1C | 1 | -2
CN(CC(=O)Nc1ccc(F)cc1)C(=O)CN1C(=O)NC2(CCCC2)C1=O | -8 | -13

# High-throughput results deposited in PubChem BioAssay by Sanford-Burnham Center for Chemical Genomics.

# This is a subset, so the mix of outcomes need not match the whole.
